Tau fluor cs: counter-screen for tau fibril formation inhibitors; AID 1463; tau K18 P301L Alexa594 fluorescence, heparin fibrillization; Potency, µM (doses to about 57.7 µM), inactives show top-dose activity change, negative = decrease; 0.93% of 280,000 active; also: nearly all actives have a fitted effect of over 55% in size
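Human tau K18 P301L (15 uM unlabeled, 0.24 uM Alexa 594-labeled) in 100 mM sodium acetate pH 7 with 20 uM heparin, 6 hr at 37 C. ThT 30 uM added, 1 hr ambient; Alexa 594 FP and total fluorescence read at 555/632 nm.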
L3MBTL1 inh: L3MBTL1 (human) inhibition | Q9Y468 | AlphaScreen L3MBTL1–H3K9me1 peptide binding | Potency, µM (titrated, usually from 57.1 µM), for the others: at the highest dose activity, negative = inhibition, actives largely listed as inhibitors | 0.66% of 230,000 active; also: nearly all actives have a fitted effect of over 60% in size
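AlphaScreen assay: L3MBTL1 (50 nM final) was preincubated 30 min at room temperature with biotinylated H3(1-15)K9me1 peptide (75 nM final), then 30 min with library compounds; streptavidin donor and nickel chelate acceptor beads (10 ug/mL final) added, 30 min dark.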
Tau fibril ThT: blocks human tau fibril formation measured by thioflavin T. recombinant tau K18 P301L (four-repeat tau fragment), heparin-induced fibrillization, ThT fluorescence. P10636. 2.1% of 270,000 active. AID 1460. Potency, µM (series often up to 57.4 µM), for the others: at the highest dose activity, negative = inhibition, most hits filed as inhibitors; also: nearly all actives have a fitted effect of over 55% in size
Target sequence (P10636 561-689 P618L limits assumed): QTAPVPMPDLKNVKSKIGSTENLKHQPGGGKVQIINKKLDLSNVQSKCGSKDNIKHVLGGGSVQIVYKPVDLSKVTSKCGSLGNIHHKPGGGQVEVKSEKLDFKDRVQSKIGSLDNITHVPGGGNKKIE
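Recombinant human tau K18 fragment […] carrying P301L, 15 uM unlabeled plus 0.24 uM Alexa 594-labeled, was fibrillized with 20 uM heparin in 100 mM sodium acetate pH 7 for 6 hr at 37 C; 30 uM ThT fluorescence read after 1 hr.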
TexasRed fluor: Texas Red fluorescence interference in TRb-SRC2 counter-screen; Potency, µM (doses to about 106 µM), for inactives: top-dose fluorescence change, negative = quenching; TRb/SRC2 Texas Red total fluorescence interference; 0.29% of 280,000 active; active = well fitted curve in either direction with a large enough effect; inconclusive = small, poorly fitted or top-dose-only effect
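Flags fluorescent or light-absorbing compounds by total fluorescence, S + 2P, at 555 nm excitation and 632 nm emission. Mixture: 20 nM Texas Red SRC2 peptide, 0.6 uM human TRb LBD, 1 uM T3, 5% DMSO; compound exposure 5 h at ambient temperature.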
ALDH1A1 inh: ALDH1A1 (human) enzyme inhibition; AID 1030; Potency, µM (highest dose often 75.3 µM), for inactives: at the highest dose activity, negative = inhibition, most hits filed as inhibitors; P00352; 7.3% of 220,000 active; Purified ALDH1A1, NADH fluorescence, propionaldehyde substrate; active = well fitted inhibition curve with a large enough effect, not every such curve was filed as active; inconclusive = small, poorly fitted or top-dose-only effect, or another doubt; inactive = no such curve, though single readings can be large or run the other way;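 also: plate controls were no enzyme wells and a reference inhibitor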
TRb SRC2 PPI: disrupts binding of human TR beta to SRC2; TRbeta-SRC2 peptide binding, fluorescence polarization; receptor liganded with 1 µM T3; Potency, µM (highest dose often 106 µM), for the others: at the highest dose activity change, negative = inhibition, hits mostly inhibitors; 0.065% of 280,000 active;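 also: plate controls were bound peptide for no effect and peptide without receptor for full effect; nearly all actives have a fitted effect of over 50% in size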
Target sequence (P10828 whole entry, looked up): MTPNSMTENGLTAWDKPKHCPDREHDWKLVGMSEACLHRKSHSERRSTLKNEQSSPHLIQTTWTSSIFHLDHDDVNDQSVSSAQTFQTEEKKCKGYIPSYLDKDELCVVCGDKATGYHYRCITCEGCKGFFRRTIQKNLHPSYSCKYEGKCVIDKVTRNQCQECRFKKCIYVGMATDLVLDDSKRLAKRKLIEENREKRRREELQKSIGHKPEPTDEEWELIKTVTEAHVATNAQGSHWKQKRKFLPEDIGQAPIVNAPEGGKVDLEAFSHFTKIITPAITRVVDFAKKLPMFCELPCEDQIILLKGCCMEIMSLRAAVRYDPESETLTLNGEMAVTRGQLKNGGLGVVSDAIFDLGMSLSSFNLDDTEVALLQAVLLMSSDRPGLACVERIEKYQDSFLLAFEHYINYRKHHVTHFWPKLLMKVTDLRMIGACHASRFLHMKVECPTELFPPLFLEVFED
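Each compound concentration gave % activity, normalized to unbound and bound Texas Red SRC2 controls, from polarization read after 5 hr ambient incubation with T3-loaded human TRb LBD.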
aGal spleen mod: inhibitors or activators of human alpha-galactosidase in spleen homogenate. AID 2107. 0.008% of 240,000 active. human spleen homogenate, 4MU-alpha-Gal fluorescence, 40 min. Potency, µM (highest dose often 80 µM), inactives show at the highest dose activity change, negative = inhibition, most hits filed as inhibitors. P06280;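 also: 0% = enzyme with vehicle and -100% = no enzyme basal signal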
Target sequence (P06280 32-429 limits assumed): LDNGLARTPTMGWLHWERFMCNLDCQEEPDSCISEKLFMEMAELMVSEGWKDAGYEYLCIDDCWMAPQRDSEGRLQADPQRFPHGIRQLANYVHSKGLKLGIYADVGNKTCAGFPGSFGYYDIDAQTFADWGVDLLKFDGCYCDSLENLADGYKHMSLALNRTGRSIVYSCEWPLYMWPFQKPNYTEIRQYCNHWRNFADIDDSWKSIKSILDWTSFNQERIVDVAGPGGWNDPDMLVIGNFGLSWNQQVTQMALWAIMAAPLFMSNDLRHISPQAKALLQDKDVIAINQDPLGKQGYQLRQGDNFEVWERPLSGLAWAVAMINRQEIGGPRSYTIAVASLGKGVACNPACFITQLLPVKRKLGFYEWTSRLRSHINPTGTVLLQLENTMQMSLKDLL
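Human spleen homogenate (1 ug) was the enzyme source, with 4-methylumbelliferyl-alpha-D-galactopyranoside (1 mM final) in pH 5.0 citrate buffer with 0.01% Tween-20. Compounds were titrated; after 40 min at 37C, NaOH/glycine stop, 4-MU fluorescence read; AC50 from Hill fits.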
Tau FP inhib: blocks human tau fibril formation measured by polarization | P10636 | K18 P301L tau heparin fibrillization, Alexa594 FP, 6 h | Potency, µM (doses to about 57.7 µM), inactives show top-dose activity, negative = inhibition, actives largely listed as inhibitors | 0.39% of 280,000 active; also: nearly all actives have a fitted effect of over 55% in size
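Steps: dispense K18 P301L tau (15 uM plus 0.24 uM Alexa 594 tracer, final) in pH 7 sodium acetate; add compound; add heparin (20 uM final); incubate 6 hr, 37 C; add ThT (30 uM final); after 1 hr ambient, read FP.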
Numbers without * were called inactive; ? = inconclusive; . = not tested or not shown; & = joins results of further samples; [ ] = another dose, or the depositor's remark. Unless noted, calls follow the shape of the dose curve; as a rule, active = well fitted curve in the direction sought with a large enough effect; inconclusive = small, poorly fitted or top-dose-only effect, or another doubt; inactive = no such curve, though single readings can be large; an effect the other way counts as inactive or inconclusive. Unless noted, % is scaled to controls: 0 for no effect and ±100 for the full control effect; potency is read from the fitted curve at half-maximal effect.

SMILES	Tau fluor cs	L3MBTL1 inh	Tau fibril ThT	TexasRed fluor	ALDH1A1 inh	TRb SRC2 PPI	aGal spleen mod	Tau FP inhib
Cc1cc(C)nc(NC(=O)c2csnn2)c1	-1%	6%	?	-3%	-18%	0%	5%	3%
CCCC(=O)Nc1ccc(C(=O)NNC(=O)c2cccc([N+](=O)[O-])c2)cc1	0%	-13%	4%	-2%	14%	5%	17%	-7%
COc1cc2c(cc1/C=C/C(=O)O)OC(C)C2 (centres undefined)	5%	-3%	4%	-1%	?	1%	1%	3%
Cc1cccc(OCC(=O)Nc2ccccc2C(=O)OCc2cc(=O)n3nc(C)sc3n2)c1	1%	.	2%	-1%	.	0%	.	5%
O=C(C1CCCCC1)N1CCN(S(=O)(=O)c2ccc(Cl)cc2)CC1	-6%	-2%	-12%	0%	12%	-4%	0%	5%
Cc1cccc(CNC(=O)c2ccc(N3Cc4ccccc4Oc4ncccc43)s2)c1	-25%	.	0%	0%	.	-4%	.	5%
C#CC(CC)(CC)NC(=O)c1ccc(Br)s1	-2%	4%	-1%	1%	7%	1%	-9%	-4%
Cc1ccc(C(=O)c2coc3ccc(OCC(=O)O)cc23)cc1	-7%	.	-19%	-4%	-1%	-9%	2%	-2%
COc1ccc(NC(=O)C(C)n2c(C)c3cnn(-c4ccccc4)c(=O)c3c2C)cc1Cl (centres undefined)	-13%	.	2%	-2%	.	-3%	.	6%
CC(C)C1N=C2c3ccccc3N=C(SCC(=O)c3ccc(O)c(O)c3)N2C1=O (centres undefined)	-26%	-27%	?	0%	0.63µM*	3%	-2%	-2%
O=C(O)c1ccccc1NC(=O)N1CCOCC1	-28%	.	?	-6%	?	-2%	-7%	-6%
CC(C)c1ccc(NC(=O)CCS(=O)(=O)c2ccc(Br)s2)cc1	-29%	.	-6%	28µM*[quencher]	.	?	.	0%
COc1ccc(/C=C2/SC(=O)N(CC(=O)NCCC(C)C)C2=O)cc1OC	-1%	9%	0%	3%	-1%	-4%	-1%	3%
CCOC(=O)CNC(=O)CSc1nnc(-c2cccc(C)c2)n1-c1ccc(OC)cc1	9%	-2%	8%	0%	?	5%	6%	-1%
O=C(COC(=O)c1cc(S(=O)(=O)N2CCOCC2)ccc1F)c1ccc[nH]1	3%	9%	4%	0%	0%	6%	10%	2%
CC1C2(C)OC(=N)C(C#N)(C(C)O2)C1(C#N)C#N (centres undefined)	-2%	4%	?	21%	.	?	?	-12%
COP(C)(=O)c1c(C)nn(-c2ccccc2)c1C (centres undefined)	-4%	7%[11.4 µM]	-10%	-3%	-12%	3%	6%	3%
COc1ccc(-n2nnnc2SCC(=O)Nc2cc(OC)c([N+](=O)[O-])cc2C)cc1	-6%	13%	1%	-1%	-9%	-2%	-1%	-5%
COc1cc(/C=C(/C#N)c2nc(-c3cc4ccccc4oc3=O)cs2)ccc1O	?	.	4.5µM*	8%	.	-9%	.	15%
CC(=O)N/C(=C\c1ccccc1)C(=O)NCC(=O)O	3%	5%	2%	-2%	7%	3%	3%	0%
CCCCSc1nc(C)cc(SCC(=O)N/N=C/c2ccccc2)n1	-14%	.	-3%	-1%	-1%	7%	1%	-3%
COc1ccc(CCn2c(-c3ccc(OC)cc3)nc3c(c(=O)c4ccccc4n3C)c2=O)cc1	-5%	9%	-12%	1%	.	3%	-6%	-9%
CC1(C)C(C=C(Cl)Cl)C1C(=O)N(Cc1ccccc1Cl)C1CCS(=O)(=O)C1 (centres undefined)	4%	1%	-6%	0%	?	2%	-3%	10%
CCOC(=O)Nc1oc2ccccc2c(=O)c1CN1CCOCC1	-28%	-8%	?	-4%	-13%	-3%	-3%	2%
Cc1ccc(C(C)NC(=O)C23CC4CC(CC(C4)C2)C3)cc1 (centres undefined)	4%	4%	3%	-1%	4%	2%	-4%	1%
CCCOc1ccc(Cl)cc1CNc1ccccc1	?	55%[activator]	?	-3%	7%	5%	-16%	3%
CCN(CC)CCCNC(=O)/C=C/C(=O)O	0%	6%	-11%	0%	?	-7%	4%	-4%
CCOc1ccccc1NC(=O)Cn1c(=O)n(-c2ccc(OC)cc2OC)c(=O)c2c(C)c(C(=O)N(CC)CC)sc21	-8%	.	-5%	0%	7%	-7%	-9%	0%
CCOc1ccc2cc(C#N)c(SCC(=O)N3CCOCC3)nc2c1	1%	13%	-1%	-1%	3.5µM*	0%	-5%	-4%
O=C(CC1(O)C(=O)N(Cc2ccc3c(c2)OCO3)c2ccccc21)c1ccccc1 (centres undefined)	-10%	2%	-13%	2%	8.9µM*	4%	-5%	2%
Cc1cc(C(=O)Nc2ccccc2C#N)n(-c2ccccc2)n1	5%	5%	-4%	-3%	-4%	-5%	-3%	5%
COc1cccc(NC(=O)Cn2c(=O)n(CCCCC(=O)NCc3ccccc3Cl)c(=O)c3ccccc32)c1	?	.	18%	-2%	.	4%	.	?
COCCn1c(-c2ccc(F)cc2)nc2oc3cc(OC)ccc3c(=O)c2c1=O	?	.	.	-3%	.	-6%	9%	13%
O=c1[nH]c2cc([N+](=O)[O-])c([N+](=O)[O-])cc2[nH]c1=O	-15%&-14%&1%&-29%	-6%	?	-5%&-4%&0%&-4%	1%&0%&12%&12%	2%&-2%&-1%&0%	11%&-24%&3%&10%	-1%&-10%&4%&-14%
COc1cccc(N2C(=O)CSC23C(=O)N(CC(=O)NCc2ccc(C)cc2)c2ccccc23)c1 (centres undefined)	-13%	.	-4%	-3%	.	2%	.	-6%
COc1ccc(Cl)cc1NC(=O)CCn1c(=O)c2cccn2c2ccccc21	-21%	.	-14%	3%	.	8%	.	1%

Profiles from above:
Shown for CCN(CC)CCCNC(=O)/C=C/C(=O)O : Tau fluor cs = 0%; L3MBTL1 inh = 6%; Tau fibril ThT = -11%; TexasRed fluor = 0%; ALDH1A1 inh = ?; TRb SRC2 PPI = -7%; aGal spleen mod = 4%; Tau FP inhib = -4%
Shown for COCCn1c(-c2ccc(F)cc2)nc2oc3cc(OC)ccc3c(=O)c2c1=O : Tau fluor cs = ?; L3MBTL1 inh = .; Tau fibril ThT = .; TexasRed fluor = -3%; ALDH1A1 inh = .; TRb SRC2 PPI = -6%; aGal spleen mod = 9%; Tau FP inhib = 13%

Remaining list, next part.
SMILES	Tau fluor cs	L3MBTL1 inh	Tau fibril ThT	TexasRed fluor	ALDH1A1 inh	TRb SRC2 PPI	aGal spleen mod	Tau FP inhib
COc1cccc(CNC(=O)c2cccc(Br)c2)c1	-9%	9%	-7%	0%	10%	3%	-15%	-4%
CC(C)(CNS(=O)(=O)c1ccc2c(c1)OCCO2)N1CCOCC1	2%	24%	0%	1%	?	1%	-6%	-4%
CCc1ccc(NC(=O)CCn2nc(C)c(S(=O)(=O)N3CCCCC3)c2C)cc1	-12%	.	3%	-1%	.	2%	.	-12%
Cc1oc2ccc(O)c(CN3CCCCCC3)c2c1C(=O)Nc1cccc(C(F)(F)F)c1	-21%	.	-10%	-31%	.	-7%	.	-6%
O=C(Cn1c(SCC(=O)Nc2ccc(F)cc2)nc2ccccc21)NCc1ccc(Cl)cc1	?	.	-8%	1%	.	-6%	.	-10%
CC(=O)c1ccc(NC(=S)Nc2ccc3cn[nH]c3c2)cc1	?	-8%	16µM*	-7%	?	-4%	-2%	?
COc1ccc(OC)c(S(=O)(=O)Nc2ccc(F)cc2)c1	-9%	.	-4%	0%	7%	-15%	-1%	-1%
CN(C)c1ccc(C(CNS(=O)(=O)c2ccc3ccccc3c2)c2c[nH]c3ccccc23)cc1 (centres undefined)	8.9µM*[quencher]	?	-7%	0%	-9%	-3%	0%	7%
Cc1ccc(NC(=O)c2cn3c4c(ccc(Cl)c4c2=O)OC(C)C3)c(C)c1 (centres undefined)	-1%	.	2%	-6%	.	-5%	.	-1%
O=C(CCC(=O)c1cccs1)OCC(=O)N1CCN(C(=O)c2ccco2)CC1	0%	-1%	-10%	1%	?	10%	5%	4%
CCOC(=O)c1ccc(NC(=O)Nc2ccon2)cc1	-27%	5%	-14%	-1%	.	-3%	7%	-12%
CCCCc1cc2c(cn1)=C(OC(=O)c1ccc(Cl)nc1)C(C)(OC(=O)CC)C(=O)C=2 (centres undefined)	-16%[11.6 µM]	.	-14%[11.5 µM]	-2%[11.2 µM]	3.2µM*	0%[11.2 µM]	6%[17.5 µM]	-2%[11.6 µM]
CN1CCc2c(n(CC(O)CNCc3ccccc3)c3ccccc23)C1=O (centres undefined)	2%	-2%	-1%	1%	-4%	1%	-9%	0%
COc1ccccc1N1CCN(C(=O)Cn2ncc3c(=O)oc4ccccc4c32)CC1	-8%	.	-8%	-1%	.	-7%	.	-2%
Cc1ccc(S(=O)(=O)/N=C2/C=C(Sc3ncn[nH]3)C(=O)c3ccccc32)c(C)c1	?	?	10µM*	-15%	13µM*	28µM*	-4%	28µM*
CCc1ccccc1S(=O)(=O)Cc1ccc(C(=O)N2CCN(c3ccccc3OC)CC2)o1	-14%	.	-14%	0%	?	10%	-14%	5%
CCOc1ccc(-n2c(C)cc(C(=O)CCl)c2C)cc1	-5%	.	?	-1%	0.11µM*	-5%	-3%	8%
CCCCCCCCN[C@@H](C)[C@H](O)c1ccc(SC(C)C)cc1	.	.	.	1%[53 µM]	-9%[20.9 µM]	-1%[53 µM]	-2%[29.1 µM]	.
O=C1O/C(=C\C(=O)N2CCOCC2)c2ccccc21	0%	1%	-3%	6%	5%	9%	4%	-4%
Cc1ccc2c(c1)CCCN2C(=O)c1ccncc1	-4%	-1%	-3%	-3%	?	-7%	-4%	-5%
CCOC(=O)c1c(C)[nH]c(N=Nc2ccc(C)cc2)c1C	?	.	7.9µM*	-5%	4%	-9%	-3%	22%
CCOc1c(Cl)cc(/C=N/NC(N)=S)cc1OC	-1%	-6%	0%	-2%	-5%	-3%	9%	4%
CN1CCN(C(=O)Nc2ccccc2)CC1	6%	8%	4%	-1%	-2%	1%	5%	-1%
Cc1nc(C(=O)NCc2ccccc2)sc1C1(C)CC(c2cccnc2)=NO1 (centres undefined)	5%	.	10%	0%	.	1%	10%	1%

From PubChem BioAssay

Compounds were not picked by outcome. Share with any hit: about 8.5%.
